# ERK EGF inh = blocks ERK signaling stimulated by EGF; HEK293-V1b, EGF-stimulated phospho-ERK AlphaScreen; Potency, µM (series often up to 11.5 µM), for the others: top-dose activity change, negative = inhibition, usual class: inhibitors; 0.41% of 130,000 active; active means well fitted inhibition curve with a large enough effect; inconclusive means small, poorly fitted or top-dose-only effect, or effect the other way;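 further: plate controls were stimulated vehicle wells for no effect and unstimulated vehicle basal for full effect; nearly all actives have a fitted effect of over 55% in size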
#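 Cell line HEK293 (stable V1b), low serum overnight. Pretreatment: compound 30 min, 37C. EGF 25 nM, 5 min. Detection: SureFire AlphaScreen, 5 h RT. AC50 via standard Hill equation.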
# * hit, by the source's call; ? = inconclusive; & = joins results of further samples; [ ] = remark or other dose. Potency means the concentration at half of the fitted maximal effect. Some of the compounds tested; count on the stated rates, not on these rows.
SMILES,ERK EGF inh
COc1cc(NC(=S)N2CCCC(C)C2)c(OC)cc1Cl (stereo unspecified),-8%
Cc1nc([N+](=O)[O-])c(NCCO)n1Cc1ccccc1,7%
CC(=O)N1c2ccccc2C(CBr)=CC1(C)C,2%[57.5 µM]
CC(=O)NS(=O)(=O)c1ccc(NS(=O)(=O)c2ccccc2[N+](=O)[O-])cc1,-2%[57.5 µM]
CCN(CC)S(=O)(=O)c1cccc(NC(=O)CN2C(=O)c3ccc([N+](=O)[O-])cc3C2=O)c1,-1%
CCc1ccccc1Nc1nc(N)nc(CSc2nnc3ccccn23)n1,0%
COc1ccc(NS(=O)(=O)c2cc(NC(=O)C3CCCO3)ccc2N2CCCC2)cc1 (stereo unspecified),-9%
CCC(NC(=O)Nn1cnnc1)(C(F)(F)F)C(F)(F)F,5%
Cc1csc(NC(=O)CCn2c(=O)oc3ccccc32)n1,-6%
COc1ccnc(Oc2ccc(F)cc2)c1C(=O)N/C=N/OCc1ccccc1,0%
O=C(NCCCCCNC(=O)c1ccccn1)c1ccccn1,0%
COc1ccc(N(CC(=O)NCc2ccco2)S(C)(=O)=O)c(OC)c1,7%
CCn1c(Cc2ccccc2)nnc1SCC(=O)Nc1ccccc1F,-3%
OC(COCc1ccco1)CN1CCN(c2ccccc2)CC1 (stereo unspecified),-1%
S=c1[nH]nc(C2CC2c2ccc(Cl)cc2)n1-c1ccc(Cl)cc1 (stereo unspecified),5%
COC(C[C@@H](O)[C@H](C)[C@@H](O)COCc1ccccc1)OC,-9%[57.5 µM]
COC(=O)CSc1ccc2nnc(-c3ccc(OC)c(OC)c3)n2n1,1%
CN(CC(=O)Nc1ccc(Cl)cc1)CC(=O)Nc1ccc(F)c(F)c1F,14%
COc1ccccc1Nc1nc(NCCCN(C)C)nc(N)c1[N+](=O)[O-],-14%[57.5 µM]
Nc1ccc2c(C(F)(F)F)cc(C(F)(F)F)nc2n1,-7%
CC1CCN(c2ccc(C=O)o2)CC1,1%
COc1ccc(C2NCCc3c2[nH]c2ccccc32)cc1CN1CCc2cc(OC)c(OC)cc2C1C (stereo unspecified),?
O=C(NCc1ccccc1)c1ccc(CNc2c(N3CCCC3)c(=O)c2=O)cc1,24%[57.5 µM]
O=C(c1ccccc1)c1ccc(N2CCOCC2)c(NC(=O)c2ccco2)c1,-2%
Cc1ccc(/C=N/NC(=O)COc2ccccc2-c2ccccc2)cc1,10%

# 4 consecutive compounds already listed, quoted:
SMILES,ERK EGF inh
COc1ccc(C2NCCc3c2[nH]c2ccccc32)cc1CN1CCc2cc(OC)c(OC)cc2C1C (stereo unspecified),?
O=C(NCc1ccccc1)c1ccc(CNc2c(N3CCCC3)c(=O)c2=O)cc1,24%[57.5 µM]
O=C(c1ccccc1)c1ccc(N2CCOCC2)c(NC(=O)c2ccco2)c1,-2%
Cc1ccc(/C=N/NC(=O)COc2ccccc2-c2ccccc2)cc1,10%

# The main list resumes with the 4 entries that preceded the break.
SMILES,ERK EGF inh
COc1ccc(C2NCCc3c2[nH]c2ccccc32)cc1CN1CCc2cc(OC)c(OC)cc2C1C (stereo unspecified),?
O=C(NCc1ccccc1)c1ccc(CNc2c(N3CCCC3)c(=O)c2=O)cc1,24%[57.5 µM]
O=C(c1ccccc1)c1ccc(N2CCOCC2)c(NC(=O)c2ccco2)c1,-2%
Cc1ccc(/C=N/NC(=O)COc2ccccc2-c2ccccc2)cc1,10%
O=S(=O)(c1ccc(-c2ccccn2)s1)N1CCC2(CC1)OCCO2,0%[57.5 µM]
O=C(CCc1ccccc1)Nc1nn[nH]n1,5%
CC(C)NCC(O)c1ccc(O)c(O)c1 (stereo unspecified),3%&11%&8%
COCCNC(=O)c1cc2cc(Br)cc(Br)c2oc1=O,5%
COC(=O)c1[nH]c2cccc(OC)c2c1NC(=O)CCN1CCSCC1,8%[57.5 µM]
COc1cc(OC)nc(Oc2cc(/C=N/O)ccc2OC)n1,0%
O=C1CC(c2ccccc2)CC(=O)C1CS(=O)(=O)c1ccccc1 (stereo unspecified),4%
Cc1ccc2nc(-c3cccnc3)cc(C(=O)Nc3ccc(F)cc3C)c2c1,-22%
Cc1cc2[nH]ncc2cc1NC(N)=S,1%
Cc1cc(NC(=O)CSc2nnc(-c3ccncc3)n2C)n(-c2ccccc2)n1,-9%[57.5 µM]
O=C(NCc1ccccn1)C(=O)N/N=C/c1ccc2c(c1)OCO2,6%
O=C(NCCSc1ccccc1)c1ccc(Br)cc1,-3%
COc1cccc(NCc2cc(=O)oc3cc(-c4ccccc4)c(O)cc23)c1,28µM*
CCc1ccccc1NC(=S)N1CCNC(=O)C1CC(=O)OC (stereo unspecified),1%
CCc1ccc(OCC(=O)NNC(=O)CSc2nnc(-c3ccc(C)cc3)n2C)cc1,3%
NC(=O)c1ccccc1NC(=O)c1ccccc1Cl,-13%[57.5 µM]
CCCCc1ccc(S(N)(=O)=O)cc1,1%
CCOC(=O)COc1ccc(C(=O)Nc2cccc(Cl)c2C)cc1,-4%
CS(=O)(=O)N(CC(=O)Nc1ccc(S(=O)(=O)N2CCCC2)cc1)c1ccccc1,-2%
CC1(C)CC(=O)c2c(oc3ccc(NS(=O)(=O)c4cccc5cccnc45)cc23)C1,9%
COc1cc(/C=C2\C(=O)NN(c3ccccc3)C2=O)cc([N+](=O)[O-])c1O,5%
O=C(O)C(O)c1ccccc1 (stereo unspecified),?
Cc1nn(-c2cc(Cl)ccc2Cl)c(C)c1C(=O)O,2%
CCN(c1ccccc1)S(=O)(=O)c1ccc(OC)c(N=N/C(C(=O)Nc2ccccc2)=C(/C)O)c1,-1%
Cc1ccc(N2CCN(c3ccc(NCc4nc5ccccc5n4C)cc3)CC2)cc1,6%
SMILES,ERK EGF inh
Cc1ccc(-n2cc(CN3CCN(Cc4nccn4C)CC3)c(-c3cccc(C)c3)n2)cc1,-3%
Cc1cc(C)cc(NC(=S)NCc2ccc(F)cc2)c1,-12%
CCN(CC(=O)NC(=O)NCc1ccccc1)Cc1nc2ccccc2c(=O)[nH]1,3%
COc1ccccc1/C=C/C=N/n1c(-c2ccc(F)cc2)n[nH]c1=S,2%[57.5 µM]
COc1cc(NC(=S)N(C)C)c(OC)cc1Cl,9%[57.5 µM]
COc1ccc(C(C)=O)cc1CSc1nnnn1-c1ccc(O)cc1,0%[57.5 µM]
Cc1ccnc(NS(=O)(=O)c2ccc(NC(=O)c3ccc(N4C(=O)CCC4=O)cc3)cc2)n1,-3%
Cc1ccc(S(=O)(=O)N(C)C)cc1NC(=O)c1cc(C(C)(C)C)nn1Cc1ccccc1,32%[57.5 µM]
O=C(/C=C\Nc1ccc(Cl)cn1)c1ccc(Br)cc1,-4%
CC(=O)N[C@@H](CSC/C=C(\C)CC/C=C(\C)CCC=C(C)C)C(=O)O,7%
COc1ccc(C(CNC(=O)c2ccccc2SC)N(C)C)cc1 (stereo unspecified),-2%
COC(=O)[C@@]1(Cc2ccc(F)cc2)[C@H]2c3cc(C(=O)N4CCCC4)n(CCN4CNCC4=O)c3C[C@H]2CN1C(=O)c1ccccc1,0%
Cc1cc(Cl)ccc1NC(=S)NCC(C)C,-11%
Cc1ccc(S(=O)(=O)/C(C#N)=C/c2c(N3CCOCC3)nc3c(C)cccn3c2=O)cc1,-9%[57.5 µM]
CCOc1ccc(/C=C/C(=O)NCCc2ccc(OC)c(OC)c2)cc1,-3%
CCC1(CC)Nc2ccccc2C(=O)N1c1ccc(OC)cc1,14%[57.5 µM]
COc1cc(OC)c2c(c1Cl)O[C@@]1(C2=O)[C@H](C)CC(=O)C[C@@H]1OC,-8%[25.7 µM]
CC1Oc2ccccc2OC1C(=O)Nc1ccccn1 (stereo unspecified),-1%
COc1ccc(C(=O)NCCSCc2ccccc2)cc1OC,-4%
CCOC(=O)n1c(=O)[nH]c2ccc(Br)cc21,6%
CCOC(=O)c1ccc(-c2cc(C)no2)[nH]1,5%
CCOC(=O)c1c(NC(=S)N2CCOCC2)sc(C)c1C,1%[57.5 µM]
COC(=O)c1ccsc1-n1cc(C#N)c(=O)n(C)c1=O,1%
COc1ccc(Br)cc1[C@H]1[C@H]2C=CC[C@@H](C)[C@@H]2C(=O)N1Cc1ccccc1,3%[57.5 µM]
NC(=O)c1ccc(N=C2C(=O)Nc3ccc([N+](=O)[O-])cc32)cc1,1%

# Overlap with the part before: two compounds, then new ones.
SMILES,ERK EGF inh
COc1ccc(Br)cc1[C@H]1[C@H]2C=CC[C@@H](C)[C@@H]2C(=O)N1Cc1ccccc1,3%[57.5 µM]
NC(=O)c1ccc(N=C2C(=O)Nc3ccc([N+](=O)[O-])cc32)cc1,1%
COc1ccc(-c2coc3cc(O)cc(O)c3c2=O)cc1OC,8%[57.5 µM]
CCOC(=O)Cc1nn[nH]n1,3%
Cc1ccn2c(NC(=O)C(C)(C)Oc3ccc(Cl)cc3)c(-c3cccs3)nc2c1,4%
Cc1nc([N+](=O)[O-])c(C(=O)OCc2cccc(Br)c2)n1C,0%
CCc1nc(N)c(C#N)c(-c2ccco2)c1C,16%
COc1ccc(CCn2c(C)nc3c(c(=O)c4ccccc4n3C)c2=O)cc1,-5%[57.5 µM]
CCOC(=O)c1ccc(-n2c(C)nc3ccc(Br)cc3c2=O)cc1,-13%[57.5 µM]
COCCCNc1nc2nonc2nc1N1CCN2CCCC2C1 (stereo unspecified),-1%[57.5 µM]
COc1ccccc1Nc1nc(N)nc(CSC(=S)N2CCCCC2C)n1 (stereo unspecified),1%
Cc1[nH]nc(SCC(=O)N2CCCCCC2)c1[N+](=O)[O-],0%
CCCS(=O)(=O)c1nc(S(=O)(=O)c2ccc(C)cc2)c(NCc2ccccn2)s1,-3%[57.5 µM]
Cc1nc(SCc2ccccc2F)c2oc3ccccc3c2n1,-10%[57.5 µM]
COc1cc(C(=O)NCCN2CCCC2)cc(OC)c1OC,2%
CC1(CC(=O)N/N=C/c2cc3c(cc2Br)OCO3)OCCO1,6%
CC(C)CCNC(=O)CCCCn1c(=O)[nH]c2ccsc2c1=O,0%
CCCCCCn1cnc2c(oc3nc4c(cc32)CCCC4)c1=O,10%
COc1ccc(COc2ccccc2C(=O)Nc2ccccn2)cc1[N+](=O)[O-],-10%
COc1cccc(-n2c(=O)c3c(C)c(C(=O)N(C)C)sc3n(CC(=O)NCC3CCCO3)c2=O)c1 (stereo unspecified),-3%
O=C(N/N=C/c1ccc(F)cc1)c1cc(-c2ccc3c(c2)OCO3)n[nH]1,4%[57.5 µM]
O=c1cc(N=Nc2ccc(Cl)cc2)[nH]c(=O)[nH]1,-5%[57.5 µM]
COc1cccc(C(=O)C2CCCN(C(=O)CCC3=NNC(=O)CC3)C2)c1 (stereo unspecified),6%
C/C(=N/NC(=O)CNC(=O)Cc1ccccc1)c1ccc(Cl)cc1,13%[57.5 µM]
COC(=O)C1=C(N)Oc2c(oc(CO)cc2=O)C1c1c(F)cccc1Cl (stereo unspecified),-7%
Cc1ccc(S(=O)(=O)N2CCC(C(=O)N/N=C/c3cccnc3)CC2)cc1,5%
Cc1nn(C)cc1/C=N/NC(=O)c1ccco1,2%[57.5 µM]
SMILES,ERK EGF inh
CN(C1CCS(=O)(=O)C1)S(=O)(=O)c1ccccc1 (stereo unspecified),-2%
CN(C)c1ccc(O)c2c1C[C@@H]1C[C@H]3C(N(C)C)C(=O)C(C(N)=O)=C(O)[C@@]3(O)C(=O)C1=C2O (stereo partly specified),-5%
C1CCN=C(NC23CC4CC(CC(C4)C2)C3)CC1,6%
Cc1ccnc(NC(=O)c2ccc(Cl)cc2Cl)n1,-3%
CC(=O)c1ccc(NC(=S)N(C)C2CCN(C)CC2)cc1,-3%
Cc1ccc(CNCC(=O)Nc2ccc(C)cc2Br)cc1,-2%
CCOC(=O)C1(Cc2ccccc2)CCN(Cc2cnn(C(C)C)c2)CC1,-10%[57.5 µM]
COc1ccc(C(=O)C2CCCN(C(=O)C3=CCCC3)C2)c(C)c1 (stereo unspecified),8%
Nc1ccccc1S(=O)(=O)C(F)F,0%[57.5 µM]
COc1cc(C(=O)Nc2ccc3c(c2)C(=O)N(CCC(=O)O)C3=O)cc(OC)c1OC,4%
Cc1ccccc1C(=O)c1c[nH]c(C(=O)NCCc2ccccn2)c1,-3%
Nc1ccc(Oc2ccc3c(c2)C(=O)N(CC2CCCO2)C3=O)cc1 (stereo unspecified),0%[57.5 µM]
Cc1ccc(C)c(OC2=NS(=O)(=O)c3ccccc32)c1,-5%
O=C(NCc1nc2ccccc2[nH]1)C1=C[C@@H](C2CCCCC2)C[C@@H](OCc2ccc(CO)cc2)O1,-3%[57.5 µM]
CCOC(=O)c1sc2nc(CSc3ccccc3Cl)[nH]c(=O)c2c1C,-4%
COC(=O)C(c1ccc(OC)c(OC)c1)C1c2ccccc2C=C(C)N1C(=O)OC (stereo unspecified),-8%
Cc1ccc(S(=O)(=O)N(CC(=O)O)Cc2ccco2)cc1,2%[57.5 µM]
COc1ccc([C@H]2[C@H](C(=O)C(C)(C)C)N3N=Cc4ccccc4C3C23C(=O)OC(C)(C)OC3=O)cc1 (stereo partly specified),17%
Nn1c(Cc2cccc3ccccc23)nnc1SCc1ccccc1Cl,11%
CC(=O)c1cc(CN2CCN(C3CCCCC3)C(CCO)C2)cs1 (stereo unspecified),1%
C/C(=N\NC(=S)NCc1ccccc1)c1ccc2ccccc2c1OC(F)F,2%
COC(=O)c1cccc(NC(=O)c2ccccc2)c1,-2%[57.5 µM]
CSc1ccc(CN(C)CC(=O)Nc2c(F)cccc2F)cc1,-13%
CCc1c(C)nc(N)nc1Cl,0%[57.5 µM]
C/C(=N\N1CCN(c2ccc(Cl)cc2)CC1)c1ccco1,4%
O=C(COC(=O)C1CC2C=CC1C2)Nc1ccccc1 (stereo unspecified),-1%

# Marked active in ERK EGF inh, of those listed so far:
SMILES,ERK EGF inh
COc1cccc(NCc2cc(=O)oc3cc(-c4ccccc4)c(O)cc23)c1,28µM*
